High-throughput results (PubChem BioAssay)
Statin myotox sup: suppressors of simvastatin-induced myotoxicity in C2C12 myotubes; ATP luminescence, 48 h; scaled: DMSO 0, geranylgeraniol control 100; hit rate 0.78% among 330,000; rescue of ATP level, % at 7.49 µM; AID 602340;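 active means mean ATP rescue above about 67%, or every replicate alone reaching that limit, limit read from the data, passing the limit was not always enough; inconclusive means no clear call, values can overlap the other calls; inactive means mean under the limit and some replicate under it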;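 further: myotubes were challenged with 10 µM simvastatin during compound exposure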
ARNT-TACC3 inh: disrupts binding between human ARNT and TACC3. Q9Y6A5. hit rate 0.66% among 390,000. inhibition, % at 9.99 µM. AlphaScreen His-ARNT PAS-B/GST-TACC3 binding, luminescence; TACC3 fragment carries E629A point mutation;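 active means mean inhibition of replicates at least 50% and at least half of replicates each reaching 50%; inconclusive means half or more replicates reach 50% but mean below 50%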;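 further: 0% = complete ARNT plus TACC3 wells and 100% = ARNT alone without TACC3; many hits fall short of the cut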
INS-1E GSIS act: GLuc luminescence reporter in INS-1E cells, primary screen for activators of glucose-dependent secretion of insulin; hit rate 0.61% among 370,000; AID 743287; INS-1E GLuc reporter insulin secretion, 2-3 h; activation, % at 16.6 µM;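 active means lowest replicate activation of at least 40%, so every replicate reaches that level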;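 further: 0% = median of neutral control wells and 100% = median of IBMX positive control wells; some compounds called inactive have numbers as strong as hits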
Cneo AK release: Cryptococcus neoformans lysis via adenylate kinase release | C. neoformans lysis, adenylate kinase release luminescence, 4 h; normalised: neutral wells 0, clomiphene wells 100 | lysis activity, % at 15 µM | hit rate 0.2% among 360,000 | AID 651654;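 active means mean lysis activity across replicates of at least 80%, whatever share of replicates individually reach that level; inactive means mean lysis activity below 80%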
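Material: C. neoformans cells; Schedule: 4 h static compound exposure, 37 °C, read 1 h post-reagent; Measured by: adenylate kinase release luminescence; Read-out: signal increase indicating cell lysis; Controls: Clomiphene as positive lysis control.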
PglD DTNB: blocks C. jejuni PglD acetyltransferase activity; purified PglD enzyme, DTNB colorimetric CoA detection; inhibition, % at 12.5 µM; hit rate 0.098% among 360,000; AID 602405; in the data active means inhibition above about 16%, passing the limit was not always enough; inconclusive means no clear call, values can overlap the other calls; further: strong numbers were not always called active
LGR2 antag: blocks bursicon-induced cAMP signaling via Drosophila LGR2 | inhibition, % at 9.99 µM | hit rate 0.35% among 380,000 | AID 720647 | HEK293 LGR2, CRE-luciferase, bursicon-stimulated, 4 h;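 active means drop in luminescence signal, shown as inhibition above about 50% in the replicate tests, limit read from the data, passing the limit was not always enough; inconclusive means probably only some replicates passing the limit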;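 further: agonist challenge used bursicon conditioned medium at about half maximal strength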
PGC1a acetyl inh: PGC1a acetylation modulation, inhibitor mode; U2OS PGC1a acetylation, AlphaScreen anti-acetyl-lysine; with virally co-expressed GCN5 acetyltransferase; AID 651687; hit rate 0.17% among 350,000; inhibition, % at 15.6 µM;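 active means every replicate shows inhibition of at least 40%; inconclusive means mean inhibition at least 40% but some replicate below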;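 further: 0% = neutral control wells and 100% = positive control wells; some results beyond the cut were filed as inactive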
PAX8 inh HTS: inhibitors of PAX8 transcriptional activity in RMG-I cells | hit rate 1.2% among 360,000 | inhibition, % at 12.6 µM | RMG-I TPO-luciferase reporter, SteadyGlo, 24 h;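 active means mean replicate inhibition at least 60% with every replicate also reaching 60%; inconclusive means only one of the two criteria is met; inactive means mean below 60% and not all replicates reaching 60%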;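 further: luciferase light reporting Pax8 driven TPO promoter activity; plate controls were median of neutral control wells for no effect and mitoxantrone controls for full effect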
* = called active by the depositor; ? = inconclusive; nt = no result given; & = joins results of further samples.

compound	Statin myotox sup	ARNT-TACC3 inh	INS-1E GSIS act	Cneo AK release	PglD DTNB	LGR2 antag	PGC1a acetyl inh	PAX8 inh HTS
Cc1ccc(S(=O)(=O)N(C)C[C@@H]2Oc3c(NS(=O)(=O)c4cn(C)cn4)cccc3C(=O)N([C@@H](C)CO)C[C@@H]2C)cc1	-8	nt	7	nt	nt	7	1	-4
COc1ccc(NC(=O)CN2CCC(n3c(C)nc4cc(F)ccc43)CC2)c(OC)c1	nt	-2	nt	2	-5	nt	-26	nt
Cc1c(O)ccc2c(CC(=O)N[C@@H](Cc3c[nH]c4ccccc34)C(=O)O)cc(=O)oc12	8	0	7	-2	8	2	-6	7
C[C@H](CO)N1C[C@H](C)[C@H](CN(C)S(=O)(=O)c2cn(C)cn2)Oc2ncc(C#CC(C)(C)O)cc2C1=O	-15	0	11	50	5	-2	1	nt
Cc1ccc2[nH]cc(CCNC(=O)c3ccc4c(c3)OCO4)c2c1	5	-15	-9	-3	-3	7	nt	-24
CC(=O)Nc1ccc(CNc2nc(NC(C)C)nc3cc(-c4ccccc4)sc23)cc1	-6	nt	5	0	2	11	10	73*
COc1ccccc1NC(=O)N1CCCC1C(=O)NC1CCCCC1 (stereo unspecified)	nt	-3	nt	-1	6	nt	nt	-1
NC(=O)C1CCN(C(=O)C2CC(=O)N(c3ccc4c(c3)OCCO4)C2)CC1 (stereo unspecified)	-1	2	10	4	1	8	nt	-1
CCc1ccc(/C=C2/SC(=S)N(CCCC(=O)Nc3ccccc3C(=O)O)C2=O)cc1	8	4	-36	-4	-4	3	10	36
O=C(c1ccccc1)c1c(-c2ccccc2)[nH]n(-c2ccccc2)c(=O)c1=O	nt	-1	1	nt	nt	12	nt	14
O=C(NCc1cccs1)c1ccc2c(c1)OCCO2	3	0	3	-2	1	nt	8	nt
C[C@H](CO)N1C[C@H](C)[C@H](CN(C)S(=O)(=O)c2ccccc2)OCCCC[C@H](C)Oc2ccc(NS(=O)(=O)c3ccccc3)cc2C1=O	nt	8	-19	-2	0	-3	11	16
C[C@H](CO)N1C[C@H](C)[C@H](CN(C)C(=O)c2ccccc2)OCCCC[C@H](C)Oc2ccc(NC(=O)c3ccncc3)cc2C1=O	23	6	-1	8	1	14	3	3
CN1C(c2ccccc2)=NO[C@]1(C)c1ccccc1	nt	-9	7	nt	nt	5	-12	-2
Cc1ccc(NCc2nnc(SCC(=O)Nc3ncc(C)s3)n2CC2CCCO2)c(C)c1 (stereo unspecified)	-11	0	-17	nt	nt	nt	3	nt
O=C(CN1CCN(C(c2ccccc2)c2ccccc2)CC1)N1CCOCC1	5	6	12	4	4	27	15	nt
O=[N+]([O-])c1ccc(CSc2nc3ncc(Br)cc3[nH]2)cc1	nt	nt	nt	2	-3	nt	2	-9
O=C(C[C@@H]1CC[C@H](NC(=O)Nc2ccc(F)cc2)[C@H](CO)O1)NCCN1CCCC1	1	-2	4	0	2	4	8	-12
O=c1cc(CN2CCCCC2)nc(C2CC2)[nH]1	-1	-5	2	3	1	-54	9	-9
CN(C)C(=O)C[C@H]1CC[C@H](NC(=O)C2CCOCC2)[C@@H](CO)O1	-11	-2	2	-13	7	7	-4	1
CC(C)(C)Nc1nc(Cl)nc(NCCN2CCOCC2)n1	nt	15	8	nt	nt	-23	nt	6
COc1cccc(CNC(=O)c2cc3c(c(-c4cccc(-c5ccc(C#N)cc5)c4)n2)[C@@H](CCO)N([S@](=O)C(C)(C)C)C3)c1	-13	-5	11	56	-6	-1	8	19
O=C(COC(=O)CNC(=O)c1ccccc1)NC(=O)NC1CCCCC1	6	-7	-8	0	2	-2	-20	-9
C[C@H](NC(=O)c1ncn2c1C(=O)NC[C@@H]2C)c1ccccc1	0	nt	29	0	4	0	nt	-13
CC(C)NC(=O)N(C)C[C@H]1OCCCC[C@@H](C)Oc2ccc(NC(=O)Nc3ccc(C(F)(F)F)cc3)cc2C(=O)N([C@H](C)CO)C[C@@H]1C	nt	9	-10	2	-1	-4	?	?
CCOC(=O)Cn1c(=O)c(-c2ccccc2N)nc2ccccc21	-8	2	-2	0	-5	0	7	6
COc1ccccc1N1C(=O)CC(Sc2n[nH]c(-c3cccc(C)c3)n2)C1=O (stereo unspecified)	-56	6	-4	-1	6	-15	-17	-9
CCN(CC)CCC#CC(O)(c1ccccc1)C1CCCCC1 (stereo unspecified)	nt	2	13	nt	nt	7	7	5
Cc1onc(-c2ccccc2Cl)c1C(=O)NCc1ccc2c(c1)cc(C)n2C	-16	-2	nt	2	-4	4	13	0
CCOC(=O)c1c(NC(=O)Cn2nnc(-c3ccccc3Cl)n2)sc(C)c1C	3	-6	nt	0	-23	nt	-1	nt

Carrying on.
Below each compound: Statin myotox sup	ARNT-TACC3 inh	INS-1E GSIS act	Cneo AK release	PglD DTNB	LGR2 antag	PGC1a acetyl inh	PAX8 inh HTS
> CC(OC(=O)Cc1n[nH]c(=O)c2ccccc12)C(=O)N(C)c1ccccc1 (stereo unspecified)
    2	nt	nt	11	4	10	19	15
> CN1N=C2c3ccccc3CCC2C1c1ccc(Cl)cc1 (stereo unspecified)
    nt	1	-12	-9	0	-99	4	-1
> COc1cc(NC(=O)NCc2ccco2)ccc1-c1ccc(NC(=O)NCc2ccco2)cc1OC
    -1	-7	9	0	0	1	48*	67*
> COc1cc(NC(=O)c2cc3ccccc3o2)ccc1NC(=O)c1ccco1
    -9	6	1	2	1	4	-22	-1
> COc1ccc(NC(=O)c2cc(-c3ccccn3)nc3ccccc23)c(OC)c1
    -3	4	2	1	-3	0	4	nt
> CCNC(=O)c1cc2c(c(-c3cccc(-c4cccc(OC)c4)c3)n1)[C@@H](CCO)N([S@](=O)C(C)(C)C)C2
    -12	10	1	18	7	3	-14	26
> NC(=O)NCC#Cc1ccc2c(c1)[C@]1(C(=O)N2)[C@H](C(=O)O)[C@H]2C(=O)O[C@H](c3ccccc3)[C@H](c3ccccc3)N2[C@@H]1c1ccccc1OCCO
    nt	8	nt	47	8	nt	4	nt
> CO[C@@H]1CN(C)C(=O)c2cc(NC(=O)CC(F)(F)F)ccc2OC[C@H](C)N(CC2CC2)C[C@@H]1C
    nt	nt	0	nt	nt	21	2	-6
> C[C@H]1CN([C@@H](C)CO)C(=O)Cc2cc(NC(=O)CCC(F)(F)F)ccc2O[C@H]1CN(C)S(C)(=O)=O
    -11&11	19&3	2&10	20&0	-1&-3	2&-6	-2&-7	-23&2
> Fc1ccccc1N1CCN(c2nc(-c3cccs3)nc3ccccc23)CC1
    -12	5	8	0	0	-4	-16	2
> CC(=O)Nc1cc(-c2ccccc2)cn2c(-c3cccc(C(C)=O)c3)cnc12
    2	nt	-10	-2	5	-5	2	7
> Cc1ccc(N2CCN(S(=O)(=O)c3nnc(NC(=O)c4ccccc4)s3)CC2)cc1
    -4	4	4	-1	5	-6	1	-1
> NC(=O)C1C(c2ccccc2)=C1c1ccccc1
    4	16	nt	3	-3	nt	nt	32
> CC(C)(C(=O)N1CCC1(C)C(=O)NC1Cc2ccccc2C1)c1ccccc1 (stereo unspecified)
    6	nt	nt	23	3	-7	nt	-1
> COc1ccccc1CN1CC(C(=O)NCCc2ncccc2C)CCC1=O (stereo unspecified)
    3	0	30	0	1	2	2	-5
> CC(C)NC(=O)Nc1cccc2c1O[C@H](CN(C)C(=O)Nc1ccccc1)[C@H](C)CN([C@H](C)CO)C2=O
    2	-6	-3	-4	-1	18	23	-31
> Cc1ccccc1S(=O)(=O)N1[C@@H]2CNC[C@H]1C2c1ccc(-c2ccccc2)cc1 (stereo partly specified)
    nt	nt	1&-28	nt	nt	-2&-21	1&-2	7&5
> Cc1cc(-c2n[nH]c(=S)n2/N=C/C(Cl)=C/c2ccccc2)n[nH]1
    nt	-2	-22	-6	-157	-21	-52	0
> COc1cccc(NC(=O)CCN2C(=O)c3ccc([N+](=O)[O-])cc3C2=O)c1
    nt	-3	-8	nt	nt	3	6	-8
> C[C@@H]1CCCCO[C@H](CN(C)S(=O)(=O)c2ccc(F)cc2)[C@H](C)CN([C@@H](C)CO)C(=O)c2cc(NC(=O)NC3CCCCC3)ccc2O1
    nt	10	-41	-1	3	27	-13	37
> C[C@@H]1CCCCO[C@@H](CN(C)Cc2ccc3c(c2)OCO3)[C@@H](C)CN([C@@H](C)CO)C(=O)c2cc(NS(=O)(=O)c3ccc(F)cc3)ccc2O1
    nt	3	-19	26	4	-5	12	25
> O=C(Cc1ncc(C(F)(F)F)cc1Cl)Nc1ccc(F)cc1
    nt	-1	nt	2	-6	nt	1	nt
> CCCNC(=O)c1ccc(N2CCC3(CC2)CC(c2ccccc2)=NO3)c(NC(=O)c2ccc(Br)cc2)c1
    -2	24	1	-6	6	-3	9	8
> Cc1ccc(-c2[nH]ncc2CN2CCN(C(=O)c3cccs3)CC2)cc1C
    -9	2	15	1	2	1	-6	26

8 entries already listed, ordered by heavy-atom count, highest first:
Below each compound: Statin myotox sup	ARNT-TACC3 inh	INS-1E GSIS act	Cneo AK release	PglD DTNB	LGR2 antag	PGC1a acetyl inh	PAX8 inh HTS
> NC(=O)NCC#Cc1ccc2c(c1)[C@]1(C(=O)N2)[C@H](C(=O)O)[C@H]2C(=O)O[C@H](c3ccccc3)[C@H](c3ccccc3)N2[C@@H]1c1ccccc1OCCO
    nt	8	nt	47	8	nt	4	nt
> CCCNC(=O)c1ccc(N2CCC3(CC2)CC(c2ccccc2)=NO3)c(NC(=O)c2ccc(Br)cc2)c1
    -2	24	1	-6	6	-3	9	8
> CCNC(=O)c1cc2c(c(-c3cccc(-c4cccc(OC)c4)c3)n1)[C@@H](CCO)N([S@](=O)C(C)(C)C)C2
    -12	10	1	18	7	3	-14	26
> COc1ccccc1CN1CC(C(=O)NCCc2ncccc2C)CCC1=O (stereo unspecified)
    3	0	30	0	1	2	2	-5
> COc1cccc(NC(=O)CCN2C(=O)c3ccc([N+](=O)[O-])cc3C2=O)c1
    nt	-3	-8	nt	nt	3	6	-8
> Cc1cc(-c2n[nH]c(=S)n2/N=C/C(Cl)=C/c2ccccc2)n[nH]1
    nt	-2	-22	-6	-157	-21	-52	0
> O=C(Cc1ncc(C(F)(F)F)cc1Cl)Nc1ccc(F)cc1
    nt	-1	nt	2	-6	nt	1	nt
> NC(=O)C1C(c2ccccc2)=C1c1ccccc1
    4	16	nt	3	-3	nt	nt	32
